Y pestis TopoI – inhibitors of Yersinia pestis topoisomerase I; Y. pestis Topo-I cleavage product accumulation, plate reader; activity, % at 10 µM; actives 0.064% (n = 360,000); in the data active = activity above about 50%, passing the limit was not always enough; inconclusive = no clear call, values can overlap the other calls; note: inactives centre near 2
FBA Mtb inh – inhibits M. tuberculosis FBA enzyme. AID 588726. inhibition, % at 1 µM. purified M. tuberculosis FBA, fluorescence read-out. actives 2.3% (n = 360,000); in the data active = inhibition above about 27%;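 note: 0% = vehicle and 100% = reference inhibitor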
Target sequence (P9WQA3 whole entry, looked up): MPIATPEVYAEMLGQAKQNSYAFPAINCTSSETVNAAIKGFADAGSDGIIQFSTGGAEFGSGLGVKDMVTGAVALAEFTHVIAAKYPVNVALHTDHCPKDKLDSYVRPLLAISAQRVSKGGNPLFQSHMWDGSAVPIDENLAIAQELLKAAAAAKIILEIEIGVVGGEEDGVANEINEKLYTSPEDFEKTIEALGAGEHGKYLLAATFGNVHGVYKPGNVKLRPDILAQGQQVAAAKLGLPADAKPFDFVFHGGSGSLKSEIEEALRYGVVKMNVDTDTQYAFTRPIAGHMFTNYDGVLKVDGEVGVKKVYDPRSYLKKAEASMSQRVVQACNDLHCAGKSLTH
FadD28 binding – blocks FadD28 binding to the bisubstrate probe. AID 588549. fluorescence polarization. actives 0.22% (n = 360,000). inhibition, % at 12.5 µM; in the data active = inhibition above about 8.5%, passing the limit was not always enough; inconclusive = no clear call, values can overlap the other calls
Mtb UGM inh – Mtb UDP-galactopyranose mutase inhibition; purified UGM, fluorescence polarization probe displacement; P9WIQ1; inhibition, % at 10 µM; AID 504406; actives 0.06% (n = 320,000); in the data active = inhibition above about 10%, passing the limit was not always enough; inconclusive = no clear call, values can overlap the other calls
Target sequence (P9WIQ1 whole entry, looked up): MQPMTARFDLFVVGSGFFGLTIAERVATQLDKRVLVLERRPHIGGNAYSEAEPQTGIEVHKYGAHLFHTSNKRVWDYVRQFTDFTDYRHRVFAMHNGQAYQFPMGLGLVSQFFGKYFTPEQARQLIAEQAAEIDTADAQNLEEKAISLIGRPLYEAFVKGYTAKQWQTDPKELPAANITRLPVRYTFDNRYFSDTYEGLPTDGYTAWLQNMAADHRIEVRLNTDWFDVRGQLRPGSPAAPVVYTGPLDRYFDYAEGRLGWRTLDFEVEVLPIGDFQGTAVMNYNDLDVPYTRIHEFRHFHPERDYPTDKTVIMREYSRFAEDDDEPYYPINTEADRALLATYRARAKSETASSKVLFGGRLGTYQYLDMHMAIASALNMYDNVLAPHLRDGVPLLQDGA
TcdB inh – inhibitors of Clostridioides difficile toxin B glycohydrolase; P18177; TcdB glycohydrolase enzymatic assay, plate reader; inhibition, % at 9.99 µM; actives 0.24% (n = 350,000); AID 652162; in the data active = inhibition above about 10%
Mtb BioA inh – blocks M. tuberculosis BioA enzyme activity | purified M. tuberculosis BioA enzyme, plate reader | inhibition, % at 9.99 µM | actives 0.096% (n = 360,000); in the data active = inhibition above about 40%; inconclusive = no clear call, values can overlap the other calls
BH1578 lux ind – quorum light induction in luxS cqsA deficient V. cholerae; V. cholerae BH1578 lux reporter, luminescence, 6 h; activation, % at 18.7 µM; actives 0.16% (n = 350,000); in the data active = activation mostly above about 9.7%, no sharp cut-off; inconclusive = no clear call, values can overlap the other calls; inactive = mostly below about 3.7%; note: not every result past the cut was called active; inactives centre near 0; reference of the scale not given here
GDH-TPI inh – inhibits GDH-TPI coupling enzymes, artifact for Mtb FBA screen; actives 1.2% (n = 360,000); GDH-TPI coupled enzyme counterscreen, NADH absorbance; inhibition, % at 4.8 µM; in the data active = inhibition above about 30%;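 note: 0% = DMSO wells and 100% = wells lacking the enzyme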
PfHsp40 rescue – rescue of PfHsp40-mediated yeast toxicity | S. cerevisiae expressing PfHsp40, growth rescue, ATP luminescence | growth rescue, % at 12.5 µM | actives 0.68% (n = 340,000) | AID 504582; in the data active = growth rescue above about 28%, passing the limit was not always enough; inconclusive = no clear call, values can overlap the other calls;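 note: yeast W303a lacking pdr1 and pdr3 grown in galactose medium; growth measured after three days at 30 °C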
Numbers without * were called inactive; i = inactive; ? = inconclusive; . = not tested or not shown; + = active, no number; & = joins results of further samples.

Order of values – Y pestis TopoI	FBA Mtb inh	FadD28 binding	Mtb UGM inh	TcdB inh	Mtb BioA inh	BH1578 lux ind	GDH-TPI inh	PfHsp40 rescue
CCCOC(=O)CCCC[C@H]1SC[C@@H](NC(=O)OC)[C@H]1NC(=O)OC
 : -3	-12	-1.3	-0.1	.	-0.3	-0.6	2	-1.7
Cn1ccnc1C(O)c1ccc(OCc2ccccc2)cc1 (centres undefined)
 : 6	0	-2.7	-2.1	.	-1.5	-1.0	9	-0.2
O=C(C[n+]1cn(C(F)F)c2ccccc21)c1ccc(OC(F)F)cc1
 : 1	6	-4.3	-0.5	1.3	.	i	-4	2.7
Cc1nc(-c2c(-c3ccc(O)cc3O)noc2C(F)(F)F)cs1
 : -13	0	-9.2	-0.8	.	0.3	-0.1	0	-0.3
COc1ccccc1NC(=O)c1cc(C(=O)O)ccc1C(=O)O
 : 3	2	-1.4	2.3	.	-1.2	-0.5	5	1.2
CCOC(=O)c1c(NC(=O)CSc2nncs2)sc(C)c1C
 : 22	0	-0.7	-0.4	.	.	-0.6	13	2.1
COc1ccc(NC(=O)c2cc(-c3ccccc3O)n[nH]2)cc1Cl
 : -5	2	-6.2	0.3	2.2	-3.1	i	-1	-1.2
CC(C(=O)Nc1ccc2c(c1)OCCO2)n1nnc(-c2ccccc2)n1 (centres undefined)
 : 2	0	-0.2	-1.7	-1.2	.	0.0	0	1.4
C=CC12C=CC=CN1C(C(=O)OC)=C(C(=O)OC)C(C(=O)OC)=C2C(=O)OC (centres undefined)
 : 1	-5	-1.1	-0.9	.	.	-0.3	7	0.3
COC(=O)[C@]1(Cc2ccccc2)N[C@H](CN(C)S(=O)(=O)c2ccc(OC)cc2)[C@@H]2C(=O)N(C)C(=O)[C@@H]21
 : -1	-1	-2.2	1.3	1.0	0.1	i	-11	1.4
CCc1cccc(CC)c1NC(=S)NC(C)c1ccccc1 (centres undefined)
 : -8	-1	-1.0	-0.6	1.8	.	i	7	-0.1
O=C(Nc1ccc2[nH]ncc2c1)c1ccccc1
 : -4	0	-2.5	0.0	-0.2	0.0	i	-5	-1.7
CCOc1ccc(C2/C(=C(\O)c3c(C)[nH]c(C(=O)OC)c3C)C(=O)C(=O)N2CCN(C)C)cc1 (centres undefined)
 : 1	-2	-1.2	-4.0	2.0	-1.2	-0.2	20	1.2
CCn1cc(C(=O)N(CCCN2CCOCC2)Cc2ccco2)c(=O)c2ccc(C)nc21
 : 14	-6	-4.7	-3.3	.	-1.9	0.5	11	0.2
CCc1ccc2nc(N(CCCN(C)C)C(=O)c3ccc(S(=O)(=O)N4CCc5ccccc5C4)cc3)sc2c1
 : 4	3	-2.4	-1.5	0.5	0.5	-0.2	4	-2.3
O=C(c1ccc(S(=O)(=O)N2CCCCCC2)cc1)N1CCCC(C(F)(F)F)C1 (centres undefined)
 : 2	-2	-3.9	1.7	1.9	2.1	-5.0	-4	0.6
Cc1ccc(OCC(=O)N2CCN(CC3CC4C=CC3C4)CC2)cc1 (centres undefined)
 : 23	0	-1.1	-2.8	.	-1.3	i	-15	0.1
Cc1ncc([N+](=O)[O-])n1CC(O)CCl (centres undefined)
 : -4	1	-0.1	0.1	-0.4	0.0	i	11	-1.0
O=S(=O)(Cc1ccccc1Cl)N1CCCC1
 : 3	4	-1.0	2.6	0.5	.	-0.3	11	-2.2
CCCCCN=CC1=C(O)CC(c2ccccc2)CC1=O (centres undefined)
 : -7	-7	-2.6	4.9	-1.6	.	0.3	-7	5.2
CCOC(=O)c1c(NC(=S)Nc2ccccc2)sc2c1CCN(C)C2
 : -11	3	-2.5	-0.6	.	12	-1.2	-1	0.6
CCCCN(C(=O)C1CC1)C1CCS(=O)(=O)C1 (centres undefined)
 : -8	1	-2.9	-0.6	1.9	-1.0	-1.1	-10	0.2
O=C(NNC(=O)C1CCN(Cc2cccc(F)c2)CC1)c1cccc(Cl)c1
 : -9	-2	-2.7	0.2	.	-2.1	1.2	-1	1.1
COc1ccccc1NC(=O)C1=C(C)NC(=O)NC1c1cccs1 (centres undefined)
 : 0	1	1.0	-1.1	2.7	.	-0.5	5	0.3
Cc1cc(C)cc(NS(=O)(=O)c2ccc3c(c2)c(=O)n(C)c(=O)n3C)c1
 : 2	2	-9.8	-0.9	0.6	.	1.2	14	-0.5
CC(=O)N/C(=N/c1nc(C)cc(C)n1)Nc1cccc(C)c1
 : -11	0	-2.4	-0.8	-1.4	1.1	-0.3	-1	1.3
O=C1CC(SC(=Nc2ccccc2)Nc2ccccc2)C(=O)N1c1ccc(Cl)cc1 (centres undefined)
 : 19	-1	-2.3	0.1	.	-1.4	.	-5	2.0
NC(=O)CC(NC(=O)c1ccccc1)C(=O)O (centres undefined)
 : 11	0	-1.8	-4.2	-4.9	-0.7	-0.4	-1	-0.1
O=c1cc[nH]c2cc(C(F)(F)F)ccc12
 : 2	-1	-2.7	-2.3	-0.2	-1.5	i	1	-1.3
CCOc1ccccc1/C=N/Nc1nc2c(N)ncnc2n1[C@H]1O[C@@H](CO)[C@H](O)[C@@H]1O
 : 5	-1	0.4	2.7	-1.3	.	-0.6	19	-1.1
CC1CCN(c2ccc3nnc(CCC(=O)N4CCN(c5ccc(F)cc5)CC4)n3n2)CC1
 : 19	-1	-0.1	1.4	1.1	1.2	i	3	0.1
CN1C(=O)c2cccc3c(N)ccc(c23)C1=O
 : 5	-6	-2.6	24*	2.8	-9.0	-0.2	0	-0.8
O=C(c1ccco1)N1CCN(C2CN(Cc3cn(Cc4ccccc4C(F)(F)F)nn3)S(=O)(=O)C2)CC1 (centres undefined)
 : .	1	-2.4	.	-0.5	-1.5	.	.	.
Cc1ccc(S(=O)(=O)Oc2ccc(C(c3c(C)[nH][nH]c3=O)c3c(C)[nH][nH]c3=O)cc2)cc1
 : -1	3	-2.6	-1.1	1.0	0.9	-0.5	6	-0.1
c1ccc(-c2cncn2-c2ccccc2)cc1
 : -4	3	-0.7	2.6	0.7	0.4	i	9	-1.2
Cc1nc2nc[nH]n2c(=O)c1NS(=O)(=O)c1ccc([N+](=O)[O-])cc1
 : 4	-1	-0.6	-1.1	2.1	.	-0.3	-3	-0.9
NS(=O)(=O)c1ccc(CCNC(=O)C2CCCCN2S(=O)(=O)c2ccccc2)cc1 (centres undefined)
 : -11	-1	-1.0	2.6	.	-5.1	i	0	-1.9
CCn1c(C(C)NC(=O)c2cccc(C)c2)n[nH]c1=S (centres undefined)
 : 0	-3	-0.3	-1.5	1.1	.	-0.2	7	-1.0
O=c1[nH]c2cnn(-c3ccccc3)c2c(=O)n1O
 : -3	6	-1.0	.	3.8	.	-0.8	3	-1.6
COc1ccc(C2(C(=O)O)CCCC2)cc1
 : -4	-1	-1.9	-0.5	.	0.4	-0.2	-4	0.8
CCOC(=O)C1C(=O)C=C(c2ccc(C)cc2)CC1c1cccc([N+](=O)[O-])c1 (centres undefined)
 : 45	-5	0.1	-0.1	-0.3	-0.6	-0.8	5	0.7
COc1cc(OC)c(C(=O)O/N=C(\N)c2cccc(C)c2)cc1OC
 : 4	2	-5.8	-1.5	3.6	0.9	-0.6	0	3.0
c1c(C2CCCCC2)n[nH]c1CN1CCCCC1
 : 2	-4	-3.8	2.7	.	1.1	i	-2	1.2
CCN1CCN(Cc2ccc(NC(=O)Nc3ccc(SC)cc3)cc2)CC1
 : -19	2	3.9	1.6	.	0.7	-0.5	3	-1.3
Cn1c(-c2ccc(F)cc2)cnc1NCc1ccccc1
 : 9	-3	0.5	2.0	.	-0.9	i	16	-0.8
O=c1c2ccccc2nc(-c2ccc(F)cc2)n1NCc1ccccc1O
 : -5	-2	-4.1	-2.2	0.7	.	-0.5	1	-0.9
CCc1ccccc1NC(=O)CNC(=O)CNC(=O)C1CCCCC1
 : 2	2	-1.1	-1.8	-0.2	-3.2	i	15	-1.0
CCc1nc2ccccc2n1CC(O)COc1ccc(NC(C)=O)cc1 (centres undefined)
 : -3	1	-1.2	1.7	.	-0.8	i	1	-0.6
CC(=O)Nc1ccc(S(=O)(=O)NC2CC3CCC2C3)cc1 (centres undefined)
 : -3	3	0.2	-1.0	0.8	0.3	i	7	-0.1
Cc1[nH]nc2c1C(c1ccccc1F)CC(=O)N2 (centres undefined)
 : 5	-17	-4.1	-2.2	.	-0.8	i	-14	0.1
Cc1cccc(Nc2n[nH]c(C)c2[N+](=O)[O-])c1
 : -6	0	-1.3	.	.	.	i	13	-0.6
c1ccc(C2OCC3(CO2)COC(c2ccccc2)OC3)cc1 (centres undefined)
 : 4	2	-3.0	-1.3	.	-3.1	i	-12	1.8
COc1ccc(C(=O)NNC(=O)c2cccc3ccccc23)cc1
 : 6	3	1.9	.	-1.0	-0.2	-0.9	12	0.0
O=C(N/N=C/c1cc(O)ccc1Br)c1cccnc1
 : -5	5	-2.4	-1.1	0.9	2.6	-0.3	15	-0.3
O=C(NCc1nc2ccccc2[nH]1)C1=C[C@@H](C2CCCCC2)C[C@@H](OCc2ccc(CO)cc2)O1
 : -4	4	-5.8	-1.5	0.7&-17	-3.1	i	9	-0.6
COc1cc(/C=N/N2CCOCC2)ccc1OCc1ccccc1
 : -6	3	-0.6	-0.1	-0.9	.	-0.4	6	-0.1
CCOC(=O)N1CCN(CCC(=O)Nc2cccc(Br)c2)CC1
 : 5&1	1&11	-0.2&-3.3	-0.8&1.4	.	1.3&0.6	-0.5	10&-3	-0.5&-0.1
CCN1CCc2nc(NC(=O)c3cc(F)c(F)cc3Cl)sc2C1
 : 7	4	-0.4	2.6	0.3	.	i	22	0.4
O=C(CCCC(=O)N(CC(=O)NC1CCCCC1)c1cccc(F)c1)Nc1ccccn1
 : 11	1	0.2	-2.3	0.3	-1.0	-0.3	11	-0.9
O=S(=O)(c1ccc(N2CCC(c3ccc(Cl)cc3)=N2)cc1)N(CCO)CCO
 : 38	+	?	1.4	.	-0.7	-0.3	32*	0.9

(more compounds)
Order of values – Y pestis TopoI	FBA Mtb inh	FadD28 binding	Mtb UGM inh	TcdB inh	Mtb BioA inh	BH1578 lux ind	GDH-TPI inh	PfHsp40 rescue
CCN(CC)S(=O)(=O)c1ccc(NS(=O)(=O)c2cccs2)cc1
 : 2	-6	-3.9	-0.2	0.4	.	-0.1	0	-1.2
COc1ccc2c(c1)cc1n2CCN=C1NN
 : -1	42*	1.0	2.8	.	.	-0.3	18	-0.8
CCc1ccc(N=c2c([N+](=O)[O-])nn(-c3ccc4c(c3)OCCO4)n2O)cc1
 : -7	-4	2.4	-2.4	-0.5	.	-0.2	9	-0.9
Cn1c(CCN2CCOCC2)nc2cc(NC(=O)c3cccs3)ccc21
 : -1	0	-1.6	3.4	-0.3	.	-0.3	2	0.7

Some values from the list.
In Mtb UGM inh, `COc1ccc2c(c1)cc1n2CCN=C1NN` is listed with 2.8
In GDH-TPI inh, `CCN(CC)S(=O)(=O)c1ccc(NS(=O)(=O)c2cccs2)cc1` is listed with 0
In Mtb UGM inh, `Cn1c(CCN2CCOCC2)nc2cc(NC(=O)c3cccs3)ccc21` is listed with 3.4
In Mtb UGM inh, `CCc1ccc(N=c2c([N+](=O)[O-])nn(-c3ccc4c(c3)OCCO4)n2O)cc1` is listed with -2.4

Structural class, the compounds so far with a furan ring, fused or not (2)
Order of values – Y pestis TopoI	FBA Mtb inh	FadD28 binding	Mtb UGM inh	TcdB inh	Mtb BioA inh	BH1578 lux ind	GDH-TPI inh	PfHsp40 rescue
CCn1cc(C(=O)N(CCCN2CCOCC2)Cc2ccco2)c(=O)c2ccc(C)nc21
 : 14	-6	-4.7	-3.3	.	-1.9	0.5	11	0.2
O=C(c1ccco1)N1CCN(C2CN(Cc3cn(Cc4ccccc4C(F)(F)F)nn3)S(=O)(=O)C2)CC1 (centres undefined)
 : .	1	-2.4	.	-0.5	-1.5	.	.	.

Reprinted from the results shown (two entries):
Order of values – Y pestis TopoI	FBA Mtb inh	FadD28 binding	Mtb UGM inh	TcdB inh	Mtb BioA inh	BH1578 lux ind	GDH-TPI inh	PfHsp40 rescue
CCOC(=O)c1c(NC(=S)Nc2ccccc2)sc2c1CCN(C)C2
 : -11	3	-2.5	-0.6	.	12	-1.2	-1	0.6
CCCCN(C(=O)C1CC1)C1CCS(=O)(=O)C1 (centres undefined)
 : -8	1	-2.9	-0.6	1.9	-1.0	-1.1	-10	0.2

From PubChem BioAssay
